Screening data (PubChem)
ARFGAP1 inh – inhibitors of rat ARFGAP1 GAP activity, primary screen, biochemical, fluorescence polarization, GDP tracer. ADP-ribosylation factor GTPase-activating protein 1 (Rattus norvegicus), Q62848. Arfgap1-stimulated ARF1 GTP hydrolysis, GDP FP detection. inhibition, % at 16.5 µM. 360,000 compounds, 0.26% hits;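 active = inhibition above a per-plate limit, mean inhibition of low control wells plus 3 SD, cut at about 25% in these data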;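 note: 0% = DMSO wells with enzyme and 100% = wells lacking Arfgap1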
Target sequence (Q62848 1-136 limits assumed): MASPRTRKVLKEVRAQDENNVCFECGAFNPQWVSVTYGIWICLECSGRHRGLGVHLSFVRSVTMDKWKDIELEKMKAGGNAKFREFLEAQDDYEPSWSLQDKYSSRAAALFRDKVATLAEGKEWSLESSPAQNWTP
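Assay system: Rat Arfgap1 GAP domain (His6, aa 1-136), purified enzyme | Buffer or medium: HEPES 25 mM pH 7.5, NaCl 150 mM, MgCl2, DTT | Schedule: GTP hydrolysis reaction 2 h at 25 °C | Signal: FP of antibody-bound GDP Alexa 633 tracer, ex 620/em 688 nm | Measure: Percent inhibition of Arfgap1-stimulated GTP hydrolysis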
GC-A act – GC-A stimulated cGMP production enhancers – HEK293 GC-A cells, cGMP TR-FRET, EC30 ANP, primary screen. Atrial natriuretic peptide receptor 1 (Homo sapiens), P16066. 0% at EC30 ANP, 100% saturating ANP. activation, % at 10 µM. 370,000 compounds, 0.14% hits. AID 1671463, 2021; in the data active = activation above about 40%
proKLK7 act – proKLK7 zymogen activators, primary screen, biochemical, fluorescence intensity; purified proKLK7, EDANS-DABCYL substrate fluorescence; 100% is mature enzyme control, 0% vehicle; Kallikrein-7 (Homo sapiens), P49862; 370,000 compounds, 0.9% hits; activation, % at 7 µM;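 active = activation above the mean of all tested compounds plus 3 SD, computed per campaign excluding outliers beyond control limits, cut at about 13% in these data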
ASAP1 GAP inh – inhibitors of human ASAP1 ArfGAP activity, primary screen, biochemical, fluorescence polarization | ASAP1-stimulated ARF1 GTP hydrolysis, GDP FP detection | inhibition, % at 16.5 µM | 360,000 compounds, 0.19% hits | AID 624377, 2012; in the data active = inhibition above about 25%;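 note: 0% = vehicle with enzyme and substrate and 100% = no enzyme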
Target sequence (Q9ULH1 325-724 limits assumed): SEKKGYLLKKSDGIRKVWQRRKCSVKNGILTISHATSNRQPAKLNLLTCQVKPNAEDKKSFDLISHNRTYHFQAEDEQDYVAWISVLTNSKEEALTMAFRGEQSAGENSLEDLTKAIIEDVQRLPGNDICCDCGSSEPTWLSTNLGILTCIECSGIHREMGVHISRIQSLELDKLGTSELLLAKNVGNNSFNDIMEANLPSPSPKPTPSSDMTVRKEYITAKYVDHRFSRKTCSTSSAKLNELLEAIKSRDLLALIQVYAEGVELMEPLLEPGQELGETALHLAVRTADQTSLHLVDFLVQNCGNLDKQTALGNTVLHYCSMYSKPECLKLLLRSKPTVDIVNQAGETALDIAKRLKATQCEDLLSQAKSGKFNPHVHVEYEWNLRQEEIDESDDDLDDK
GAA850 FXN act – FXN promoter activators, primary screen, cell-based, luciferase luminescence, HEK293 lucGAA850; HEK293 lucGAA850 FXN promoter luciferase reporter, 24 h; percent of 10 µM SAHA response; activation, % at 6 µM; 360,000 compounds, 0.56% hits;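 active = activation above the average of all compounds screened plus 3 SD, cutoff fixed separately per campaign, cut at about 7.5% in these data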;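 note: 0% = DMSO wells and 100% = 10 µM SAHA wells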
Tn6 DDE FP – inhibitors of Tn6 peptide binding to fibrin DD(E), primary screen, biochemical, fluorescence polarization, human fibrin, Tn6 probe; Fibrinogen beta chain (Homo sapiens), P02675; Fibrin DD(E) TRITC-Tn6 fluorescence polarization displacement; inhibition, % at 8.3 µM; 370,000 compounds, 0.21% hits; AID 720509, 2013;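 active = inhibition above a per-campaign cutoff: mean of compounds within control limits plus 3 SD, cut at about 15% in these data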;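 note: 0% = median of all compound wells on the plate and 100% = blocking peptide control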
rCAG RNA binder – binders of r(CAG) RNA repeats, primary screen, biochemical, fluorescence | r(CAG) RNA repeat, TO-PRO-1 dye displacement fluorescence | inhibition, % at 3 µM | 370,000 compounds, 1.3% hits;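 active = inhibition above the plate cutoff, the mean of all test compounds on that plate plus 3 SD, cut at about 35% in these data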;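 note: 0% = DMSO alone and 100% = 100 µM mitoxantrone as full dye displacement; higher means more dye released from RNA so lower well fluorescence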
ADAM10 inh – human ADAM10 inhibitors, primary screen, biochemical, QFRET, HTS; Disintegrin and metalloproteinase domain-containing protein 10 (Homo sapiens), O14672; recombinant ADAM10, EDANS/DABCYL FRET peptide cleavage, 3 h; inhibition, % at 7 µM; 370,000 compounds, 0.62% hits; AID 720582, 2013;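 active = inhibition above a per-campaign cutoff equal to the mean of compounds falling between control-based bounds plus 3 SD, cut at about 20% in these data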;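 note: 0% = DMSO wells while the 100% control is not disclosed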
NPR2 activator – human GC-B receptor activators, primary screen, HEK293 GC-B cells, cGMP TR-FRET, EC30 CNP | 370,000 compounds, 0.11% hits | activation, % at 10 µM | 0% at EC30 CNP, 100% saturating CNP;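 active = activation at 10 µM reaching about 35% in either raw or pattern-adjusted values, limit read from the data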
HGIII-sPLA2 inh – human group III sPLA2 inhibitors, primary screen, biochemical, QFRET, BODIPY PC-A2 liposome substrate | AID 743126, 2013 | Group 3 secretory phospholipase A2 (Homo sapiens), Q9NZ20 | QFRET BODIPY PC-A2 liposome hydrolysis, fluorescence | 370,000 compounds, 0.56% hits | inhibition, % at 12.2 µM;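 active = inhibition above mean plus 3 SD of compounds lying within the high and low control bounds, cut at about 19% in these data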;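 note: 0% = median of test compound wells and 100% = no enzyme DMSO wells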
Target sequence (Q9NZ20 whole entry, looked up): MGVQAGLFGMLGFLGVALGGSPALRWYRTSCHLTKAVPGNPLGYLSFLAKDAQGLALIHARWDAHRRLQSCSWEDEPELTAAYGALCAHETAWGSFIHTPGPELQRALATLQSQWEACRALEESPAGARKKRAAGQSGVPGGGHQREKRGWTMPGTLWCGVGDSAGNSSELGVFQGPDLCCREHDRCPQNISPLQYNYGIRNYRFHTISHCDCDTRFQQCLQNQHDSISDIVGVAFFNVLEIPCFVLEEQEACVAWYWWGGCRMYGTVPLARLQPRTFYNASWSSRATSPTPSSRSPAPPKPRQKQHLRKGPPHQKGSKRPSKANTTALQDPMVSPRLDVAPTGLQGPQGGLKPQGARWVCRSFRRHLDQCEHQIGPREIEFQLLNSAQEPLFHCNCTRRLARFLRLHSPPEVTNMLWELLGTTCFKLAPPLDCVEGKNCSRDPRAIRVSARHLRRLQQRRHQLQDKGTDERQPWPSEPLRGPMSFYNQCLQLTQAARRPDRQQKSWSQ
* hit, by the source's call; . = not tested or not shown.

SMILES	ARFGAP1 inh	GC-A act	proKLK7 act	ASAP1 GAP inh	GAA850 FXN act	Tn6 DDE FP	rCAG RNA binder	ADAM10 inh	NPR2 activator	HGIII-sPLA2 inh
O=c1ccc(S(=O)(=O)N2CCCC2)cn1Cc1nc(-c2ccc(F)cc2)no1	-3	1	-0.4	3	0.7	-2	17	-6	2	-8
N=Nc1c(O)n(CC(=O)Nc2ccccc2)c2ccccc12	2	-3	0.3	0	-0.5	-4	10	1	-7	9
CCCC(CNC(=O)COC(=O)C1=NNC(=O)CC1)c1ccc(Cl)cc1Cl (stereo not given)	11	-15	-0.2	-2	-1.9	4	2	-5	-3	-4
CC/C(C)=C1/NC(=O)NC1=O	-9	-1	-0.2	-1	1.6	1	1	-10	1	10
CN1CCCC(OC(=O)c2ccccc2Br)C1 (stereo not given)	-6	0	-0.1	-11	0.9	0	-1	3	1	-4
COc1cccc(C(=O)Nc2ccc(Oc3nnc(-c4ccccc4)c4ccccc34)cc2)c1	4	-4	0.4	0	.	-7	-1	0	3	-3
CCOc1ccccc1Nc1nc2ccccc2n1C(C)C	0	0	-0.2	8	-1.7	4	-5	2	1	0
CCN1C(=O)[C@H]2[C@@H](c3ccccc3)N[C@]3(CCCN(Cc4ccccc4)C3=O)[C@H]2C1=O	-13	3	0.2	4	1.6	-5	-1	-8	4	9
CN(C(=O)c1ccc(NC(=O)Cc2cccc(NC(=O)C3CCCN(C(=O)C4CCCC4)C3)c2)cc1)C1CCCC1 (stereo not given)	-1	3	1.0	5	-1.2	-1	0	5	-1	-38
CCn1c(SCC(=O)c2cc(C)n(-c3ccc(C(=O)OC)cc3)c2C)nnc1-c1cccnc1	-4	-1	0.5	-7	-0.9	2	-6	4	-2	-6
CCOc1ccc(NC(=O)CSc2nnc(CNC(=O)c3cccs3)o2)cc1	-5	1	0.5	5	-1.0	0	1	1	2	0
O=C(NC1CCCCN(Cc2ccc(OC(F)(F)F)cc2)C1=O)c1cccc(F)c1 (stereo not given)	.	3	-0.4	.	.	1	1	1	-5	0
CN1CCN(c2nc(N3CCN(CCO)CC3)nc3ccccc23)CC1	-6	5	6.3	9	-0.5	-3	-8	-137	3	8
CCC(=O)Nc1ccc2ccccc2c1	-1	1	1.1	-3	2.1	-1	0	-41	1	2
CCc1nn(C(C)C(=O)N(C)Cc2ccccc2)c(=O)c2cc3occc3n12 (stereo not given)	7	-2	0.8	-6	-1.1	-7	2	-17	-3	-3
CC(NC(=O)COc1ccc(-c2ccccc2)cc1)C1CCCO1 (stereo not given)	-3	3	0.2	8	0.1	-1	-5	-9	-3	3
CC1(Cc2ccc(Cl)c(Cl)c2)C(=O)Nc2ccc(S(=O)(=O)NC3CCCCC3)cc21 (stereo not given)	-1	-7	0.6	4	3.4	2	4	20*	-8	-30
COc1cccc(NC(=O)CN(C)C(=O)c2ccccc2OCc2c(C)noc2C)c1	7	4	-0.4	-1	0.5	-2	-8	-7	0	7
CCOc1cnn(-c2cc(Oc3ccc(C)cc3)ncn2)c(=O)c1Cl	-5	2	-0.3	6	0.5	-3	-3	6	0	-4
CC(C)(C)c1ccccc1NC(=O)c1ccc(-n2cncn2)c([N+](=O)[O-])c1	-20	-5	0.1	0	-1.2	2	0	-5	-5	5
Cc1ccc(S(=O)(=O)N2CCN(C(=O)/C=C/c3ccco3)CC2)cc1	6	-2	0.2	-7	2.7	-4	2	-4	0	0
CCc1ccc(/C=C/C(=O)c2ccc(N3CCOCC3)cc2)cc1	1	-8	-0.7	10	2.4	2	0	14	-3	-6
COCCOC(=O)C1=C(C)NC(=S)NC1c1cccs1 (stereo not given)	2	-1	-0.4	-2	-0.2	-3	0	4	-6	8
CCC(C(=O)Nc1nccs1)(C(F)(F)F)C(F)(F)F	-5	5	0.6	4	0.6	6	0	-2	5	0
COC(=O)c1ccc(C23CC4(C2)[C@H](CN(CC2CCCCC2)[C@@H]4c2ccccc2)C3c2ccccc2)cc1 (stereo not given in full)	-5	4	1.0	16	0.7	-5	2	4	1	1

The list continues:
SMILES	ARFGAP1 inh	GC-A act	proKLK7 act	ASAP1 GAP inh	GAA850 FXN act	Tn6 DDE FP	rCAG RNA binder	ADAM10 inh	NPR2 activator	HGIII-sPLA2 inh
COC(CNC(=O)C1CCN(C(=O)c2cc3oc(C)cc3n2Cc2c(F)cccc2Cl)CC1)OC	2	-2	0.5	3	-1.6	0	-7	0	1	-19
CN(Cc1ccccc1F)C(=O)CN1CCN(S(=O)(=O)c2ccc3c(c2)OCCCO3)CC1	-7	-3	0.3	-1	0.7	-6	3	-8	1	0
Cn1nnc(NC(=S)NC(=O)c2cc(Cl)ccc2Cl)n1	7	3	-0.4	14	-1.3	7	0	0	-4	11
COc1ccc(NC(=O)NCCN2CCN(c3cc(OC)ccc3OC)CC2)cc1	6	4	0.3	-1	0.2	0	-9	-1	3	1
Cc1cc(C)cc(N(CC(=O)NC2CCC(C)CC2)S(=O)(=O)c2c(C)[nH]c(=O)[nH]c2=O)c1 (stereo not given)	0	-1	0.4	-9	1.7	10	9	-5	-4	-11
O=C(/C=C/c1ccc2c(c1)OCCCO2)c1ccccc1O	10	4	0.6	-5	1.7	-2	2	0	2	1
O=C(C=C=Nc1ccccc1)C(=O)N=C=Cc1ccccc1	12	7	0.7	-5	8.7*	1	3	3	6	-3
CC(C)Cn1c(=O)c2ccccc2n2c(CCC(=O)NCc3ccccn3)nnc12	-17	-1	-0.5	9	-0.5	0	-4	3	-7	2
CCc1ccc(N2CC(C(=O)Nc3ccc(OC)c(S(=O)(=O)N4CCOCC4)c3)CC2=O)cc1 (stereo not given)	-3	-1	0.7	-1	-1.2	-7	3	0	0	-8
CC1(C)CC(=O)C=C(NNC(=O)C2CCCCC2)C1	5	0	0.0	-2	0.5	2	1	-7	7	7
COc1ccc(C(=O)N/N=C/c2ccc(OC(=O)c3cccs3)cc2)cc1	1	-1	0.0	-3	1.1	-6	-1	2	3	0
O=C(CSc1nc2ccccc2o1)NCC1CCCO1 (stereo not given)	7	2	-0.2	4	-0.3	5	-8	8	-5	3
COc1ccccc1C(=O)NNC(=O)c1ccc(C)cc1	12	-3	-0.1	9	2.6	2	0	-7	-3	-1
CCOC(=O)Cc1nnc(NC(=O)COc2ccc(F)cc2)s1	0	3	0.2	-13	-0.6	8	2	-3	2	-28
CCCCN(C(=O)c1ccccc1OCc1ccc(F)cc1)c1c(N)n(CCC)c(=O)[nH]c1=O	2	-4	-0.1	4	-1.1	7	-11	-10	-6	8
Nc1ncnc2nn(C3OC(CO)C(O)C3O)nc12 (stereo not given)	7	-4	0.1	0	-2.1	4	1	-11	4	2
COc1ccc(OC)c(NC(=O)CN2C(=O)NC3(CCCc4ccccc43)C2=O)c1 (stereo not given)	-4	0	0.2	6	0.5	6	0	-3	1	-8
OC(CNC1CCCC1)COc1ccc(-c2ccccc2)cc1 (stereo not given)	-1	-3	-0.3	4	-1.1	0	10	10	-1	-4
Cc1cccc(NC(=O)c2cc3ccccc3oc2=O)c1	8	-2	-0.2	-2	3.5	-2	1	1	-8	-2
Cc1cc(=O)n2[nH]c(N)c(N=Nc3ccccc3F)c2n1	4	-3	-0.4	-5	1.8	-15	17	12	0	7
CC[C@@H]1[C@H]2CCCC(=O)N3CC[C@@H](C[C@H]1O)[C@@H]23	-1	6	-0.1	-7	-1.5	1	1	-4	0	2
COc1ccc(CNC(=O)OCCN2CCN(Cc3ccccc3)CCC2=O)cc1	3	0	1.0	5	0.0	10	-6	6	-4	0
COc1cccc(N(CC(=O)NC2CC3CCC2C3)S(=O)(=O)c2ccccc2)c1 (stereo not given)	-10	-12	0.0	3	-2.0	7	3	4	3	-5
CCN1CCN(C(=S)c2ccc(OCC(=O)Nc3ccc(OC)cc3)cc2)CC1	12	2	0.2	-16	-1.0	1	-4	7	-1	1
O=C(CCCN1C(=O)NC2(CCCC2)C1=O)N1CCN(S(=O)(=O)c2ccccc2)CC1	0	-2	0.2	10	0.9	9	-2	-5	1	10

(next part)
SMILES	ARFGAP1 inh	GC-A act	proKLK7 act	ASAP1 GAP inh	GAA850 FXN act	Tn6 DDE FP	rCAG RNA binder	ADAM10 inh	NPR2 activator	HGIII-sPLA2 inh
Cc1c(C(=O)N(Cc2ccccc2)Cc2cccnc2)cnn1-c1ccc(F)cc1	-2	-5	-0.3	-7	1.8	-3	-4	0	-4	1
CCCN1C(=O)/C(=C/c2ccc3c(c2)OCO3)NC1=S	7	10	0.1	0	0.1	4	4	2	3	12
CSc1nc2ccc(NC(=O)c3c(-c4ccccc4)noc3C)cc2s1	-3	-2	1.0	11	0.8	-1	0	4	3	-5
O=[N+]([O-])c1cccc(NC(=S)N2CCc3ccccc3C2)c1	1	4	-0.2	6	0.9	4	0	0	-2	2
c1ccc2c(c1)nc1n2CC2CON(C3CCCCC3)C12 (stereo not given)	11	-1	-0.4	4	0.5	6	1	-11	3	0
Cc1cc(C)cc(NC(=O)CSc2nc3c(c(=O)[nH]2)CN(Cc2ccc(F)cc2)CC3)c1	-6	-8	-1.0	3	0.9	-5	24	1	-8	-10
CCO[C@@H]1OC(C(=O)N2CCOCC2)=C[C@H](c2coc3ccccc3c2=O)[C@H]1CCCO	-14	2	0.2	1	3.0	12	-4	0	5	5
Cc1noc(NS(=O)(=O)c2ccc(NC(=O)CSc3nc4c(cc3C#N)CCCCC4)cc2)c1C	7	0	1.5	-19	-0.7	0	42*	-9	-3	-17
CCOc1cc(-c2nc(C)c(C(C)=O)n2O)ccc1OCC(=O)Nc1ccc(F)cc1	1	2	-0.4	6	0.3	9	1	7	-1	-3
COC(=O)Cn1cnc2scc(-c3ccc(C)cc3)c2c1=O	2	8	0.3	-8	0.7	-4	-1	2	-8	-2
CNC(=O)c1ccc(OC2CSC2)cc1	-1	2	-0.7	3	1.1	-9	0	5	4	-5

A section taken from the entries so far:
SMILES	ARFGAP1 inh	GC-A act	proKLK7 act	ASAP1 GAP inh	GAA850 FXN act	Tn6 DDE FP	rCAG RNA binder	ADAM10 inh	NPR2 activator	HGIII-sPLA2 inh
Cc1noc(NS(=O)(=O)c2ccc(NC(=O)CSc3nc4c(cc3C#N)CCCCC4)cc2)c1C	7	0	1.5	-19	-0.7	0	42*	-9	-3	-17
CCOc1cc(-c2nc(C)c(C(C)=O)n2O)ccc1OCC(=O)Nc1ccc(F)cc1	1	2	-0.4	6	0.3	9	1	7	-1	-3
COC(=O)Cn1cnc2scc(-c3ccc(C)cc3)c2c1=O	2	8	0.3	-8	0.7	-4	-1	2	-8	-2
CNC(=O)c1ccc(OC2CSC2)cc1	-1	2	-0.7	3	1.1	-9	0	5	4	-5
